Bioassay records as filed in PubChem.
ARFGAP1 inhibitor: inhibitors of rat ARFGAP1 GAP activity, primary screen, biochemical, fluorescence polarization, GDP tracer; ADP-ribosylation factor GTPase-activating protein 1 (Rattus norvegicus), Q62848; inhibition, % at 16.5 µM; 360,000 tested, 0.26% active; Arfgap1-stimulated ARF1 GTP hydrolysis, GDP FP detection;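 active means inhibition above a per-plate limit, mean inhibition of low control wells plus 3 SD, cut at about 25% in these data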;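 further: 0% = DMSO wells with enzyme and 100% = wells lacking Arfgap1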
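system = rat Arfgap1 catalytic domain, aa 1-136 | technique = FP, GDP Alexa 633 tracer displaced from anti-GDP antibody, 620/688 nm | compound = one concentration, 16.5 µM, DMSO 1.26% | medium = HEPES-based buffer, pH 7.5 | timing = compound-enzyme preincubation 20 min, reaction 120 min, detection 60 min, 25 °C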
rCAG binder: binders of r(CAG) RNA repeats, primary screen, biochemical, fluorescence; inhibition, % at 3 µM; r(CAG) RNA repeat, TO-PRO-1 dye displacement fluorescence; 370,000 tested, 1.3% active;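 active means inhibition above the plate cutoff, the mean of all test compounds on that plate plus 3 SD, cut at about 35% in these data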;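 further: 0% = DMSO alone and 100% = 100 µM mitoxantrone as full dye displacement; higher means more dye released from RNA so lower well fluorescence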
GC-A act: GC-A stimulated cGMP production enhancers – HEK293 GC-A cells, cGMP TR-FRET, EC30 ANP, primary screen; activation, % at 10 µM; 370,000 tested, 0.14% active; 0% at EC30 ANP, 100% saturating ANP; in the data active means activation above about 40%
ABHD4 inh: ABHD4 inhibitors, primary screen, biochemical, fluorescence polarization, mouse; purified mABHD4, FP-Rh probe fluorescence polarization; (Lyso)-N-acylphosphatidylethanolamine lipase (Mus musculus), Q8VD66; AID 720543, 2013; 370,000 tested, 0.54% active; inhibition, % at 8.92 µM;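 active means inhibition exceeding the mean over every tested compound plus 3 SD, cut at about 30% in these data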;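 further: 0% = plate median of compound wells and 100% = S159A mutant with DMSO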
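Assay system: mouse ABHD4 enzyme, wild type / Also added: fluorescent activity-based probe FP-Rh / Doses: single nominal dose of 8.92 µM, 0.89% DMSO final / Timing: 45 min compound pre-incubation plus 60 min probe step, 25 °C / Signal: FP readout, ex 525 nm / em 598 nm / Control set: S159A mutant/DMSO as 100%, compound-well median as 0%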
ASAP1 GAP inh: inhibitors of human ASAP1 ArfGAP activity, primary screen, biochemical, fluorescence polarization; Arf-GAP with SH3 domain, ANK repeat and PH domain-containing protein 1 (Homo sapiens), …; ASAP1-stimulated ARF1 GTP hydrolysis, GDP FP detection; inhibition, % at 16.5 µM; 360,000 tested, 0.19% active; in the data active means inhibition above about 25%;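 further: 0% = vehicle with enzyme and substrate and 100% = no enzyme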
NR1D1 modulator: modulators of Rev-erb alpha DNA binding, primary screen, biochemical, FITC-DNA, fluorescence polarization, uHTS; activity, % at 10 µM; Nuclear receptor subfamily 1 group D member 1 (Homo sapiens), P20393; Rev-erbα–FITC-DNA binding, 90 min; 370,000 tested, 0.79% active;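 active means activity above about 14%, limit read from the data; passing the limit was not always enough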;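 further: 0% = DMSO wells with 35 nM protein and 100% = DMSO wells with 750 nM protein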
Target sequence (P20393 whole entry, looked up): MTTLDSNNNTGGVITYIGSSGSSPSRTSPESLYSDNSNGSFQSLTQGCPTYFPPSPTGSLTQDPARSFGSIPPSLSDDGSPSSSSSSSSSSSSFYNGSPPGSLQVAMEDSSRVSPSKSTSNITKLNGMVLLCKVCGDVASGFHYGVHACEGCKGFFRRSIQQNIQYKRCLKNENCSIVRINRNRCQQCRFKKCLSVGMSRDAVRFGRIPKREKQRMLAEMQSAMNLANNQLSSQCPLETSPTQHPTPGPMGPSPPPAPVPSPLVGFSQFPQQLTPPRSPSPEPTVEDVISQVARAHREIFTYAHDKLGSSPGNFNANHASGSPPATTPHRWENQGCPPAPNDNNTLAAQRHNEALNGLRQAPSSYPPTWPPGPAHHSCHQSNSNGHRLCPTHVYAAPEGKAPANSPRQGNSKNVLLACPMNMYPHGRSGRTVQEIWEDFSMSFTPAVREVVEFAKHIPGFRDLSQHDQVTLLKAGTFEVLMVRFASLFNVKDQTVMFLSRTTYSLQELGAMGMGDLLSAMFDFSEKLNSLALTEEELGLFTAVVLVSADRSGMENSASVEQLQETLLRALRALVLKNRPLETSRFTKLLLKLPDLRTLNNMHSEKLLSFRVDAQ
PG9 binder: binders of HIV-1 gp120 antibody PG9, primary screen, biochemical, TR-FRET; TR-FRET gp120-PG9 antibody binding; inhibition, % at 6.7 µM; 360,000 tested, 0.43% active; in the data active means inhibition above about 8.5%
NPR2 activator: human GC-B receptor activators, primary screen, HEK293 GC-B cells, cGMP TR-FRET, EC30 CNP | Atrial natriuretic peptide receptor 2 (Homo sapiens), P20594 | 0% at EC30 CNP, 100% saturating CNP | activation, % at 10 µM | 370,000 tested, 0.11% active | AID 1920062, 2024;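 active means activation at 10 µM reaching about 35% in either raw or pattern-adjusted values, limit read from the data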
SMARCA2 activ: SMARCA2 (BRM) function activators, primary screen, cell-based, luminescence, high throughput; activation, % at 9.1 µM; AID 652017, 2013; MG213 cells, MMTV-luciferase reporter, dexamethasone, overnight; 370,000 tested, 1% active; in the data active means activation above about 7.8%;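 further: 0% = vehicle wells and 100% = reference activator wells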
HTRA1 inh: HTRA1 serine protease inhibitors, primary screen, biochemical, fluorescence polarization, HTS | Q92743 | recombinant HTRA1, FP-rhodamine activity-based probe | inhibition, % at 5.96 µM | 340,000 tested, 0.5% active | AID 504803, 2011; in the data active means inhibition above about 36%;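 further: 0% = enzyme with DMSO and 100% = wells lacking enzyme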
Target sequence (Q92743 whole entry, looked up): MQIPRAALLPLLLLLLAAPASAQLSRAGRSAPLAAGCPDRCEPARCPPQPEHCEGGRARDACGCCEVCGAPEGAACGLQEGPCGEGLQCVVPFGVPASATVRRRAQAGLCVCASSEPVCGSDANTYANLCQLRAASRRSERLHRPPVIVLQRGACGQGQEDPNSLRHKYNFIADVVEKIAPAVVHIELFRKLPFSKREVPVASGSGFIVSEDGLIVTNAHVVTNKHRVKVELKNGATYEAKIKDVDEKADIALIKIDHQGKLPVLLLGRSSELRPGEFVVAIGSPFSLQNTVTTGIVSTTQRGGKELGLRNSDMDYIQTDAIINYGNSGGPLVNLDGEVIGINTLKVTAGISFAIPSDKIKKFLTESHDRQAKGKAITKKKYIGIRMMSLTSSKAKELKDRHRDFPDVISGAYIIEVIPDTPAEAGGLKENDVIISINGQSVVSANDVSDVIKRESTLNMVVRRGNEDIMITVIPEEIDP
Starred values were filed as active, the others as inactive; . = not tested or not shown.

Compound	ARFGAP1 inhibitor	rCAG binder	GC-A act	ABHD4 inh	ASAP1 GAP inh	NR1D1 modulator	PG9 binder	NPR2 activator	SMARCA2 activ	HTRA1 inh
COc1ccccc1OCc1nc(Cc2ccc(Cl)cc2)no1	-4	-1	4	-2	2	-2	-1.8	-14	-2	-8
Cc1nn(-c2cccc(C(F)(F)F)c2)c(=O)c2noc(C)c12	2	-1	4	2	-20	12	-8.4	2	1	11
O=C(Cn1c(C(F)(F)F)nc2ccccc21)NCCN1CCCC1	-1	4	0	-7	9	1	-1.7	1	-3	-3
CCn1c(C(O)c2cccc(OC)c2OC)nc2ccccc21 (centres undefined)	-8	-5	-1	2	-9	-5	-0.2	2	-1	-5
CC(C)C(C(=O)NCC1CCCO1)N(C(=O)CNS(=O)(=O)c1ccccc1)c1ccc(F)cc1 (centres undefined)	-3	-5	2	2	5	7	0.6	-7	-2	1
CC1CCCC(C)N1C(=O)COC(=O)c1ccc[nH]c1=O (centres undefined)	9	0	4	8	-1	0	0.3	8	-1	7
CNC(=O)/C=C1\NC(C)(C)Cc2c1ccc1ccccc21	3	-3	-16	0	-3	4	-3.0	-18	-4	2
CCN(CC)C(=O)COC(=O)C1=NN(c2cc(C)ccc2C)C(=O)CC1	2	-2	2	4	1	-1	-0.8	-1	0	3
CNC(=O)c1ccc(CNC(=O)OCC(F)(F)F)cc1	4	23	4	-1	11	-1	-1.4	-2	7	6
C/C(=N\NC(=O)c1ccc(Cl)cc1)c1ccccn1	0	0	15	1	2	0	-2.0	7	2	5
CN=C1S/C(=C\c2ccc(N3CCOCC3)c(F)c2)C(=O)N1C	-6	-5	-1	3	-3	-1	-1.7	-4	4	7
CCc1ccc2[nH]c(=O)c(CN(CCN3CCOCC3)C(=O)Nc3ccccc3F)cc2c1	-3	-6	-1	3	-1	-3	0.0	6	4	-5
CN(C)C(=O)c1ccc(Nc2ncnc3sc4c(c23)CCCCC4)cc1	-2	-6	2	6	-9	3	1.3	-1	-3	-6
Cc1ccc2[nH]c(=O)c(C(c3nnnn3CC3CCCO3)N3CCCc4ccccc43)cc2c1 (centres undefined)	-7	4	0	3	3	-2	-1.2	3	6	0
CC(C)Cc1ccc(CN2CCCC(NC(=O)CSc3nncn3C)C2)cc1 (centres undefined)	13	-10	2	2	-1	2	-1.1	1	-1	7
Cc1ccc(-c2cc(C(=O)N/N=C/c3ccoc3)c3ccccc3n2)cc1	12	10	-2	-15	12	-4	-2.3	-7	0	-26
CC(c1ccccc1)n1cc(C(=O)N2CCCN(Cc3ccccc3)CC2)nn1 (centres undefined)	.	2	-2	-6	.	-3	.	-5	2	.
CCn1c(-c2cc(-c3cc(C)ccc3C)nc3ccccc23)n[nH]c1=S	-2	5	0	-1	-4	-3	-2.8	2	-3	-6
COc1cc(/C=N/n2cnc3scc(-c4cccs4)c3c2=O)cc(OC)c1OC	8	3	-4	1	-7	-1	-3.0	0	-1	4
Cc1ccc(NC(=O)COC(=O)CNC(=O)c2cccs2)cc1S(=O)(=O)N1CCOCC1	-9	4	-3	0	5	-2	-0.1	4	0	2
COc1ccc(N)cc1S(=O)(=O)Nc1ccccc1Cl	16	0	-5	-6	-5	0	0.3	3	2	8
COC(=O)c1cc(C(=O)OC)n(Cc2ccc(F)cc2)c1C	8	-2	-21	0	8	7	1.9	-7	-1	-4
CC(=O)Nc1ccc(-c2ccnc3c2CC(C)(C(=O)NCC2CCOCC2)O3)cc1 (centres undefined)	-3	0	4	13	-9	-1	0.1	1	-4	.
COC(=O)Cn1c(=NC(=O)c2ccc(Cl)s2)sc2cc(F)ccc21	10	-5	5	-5	-3	16	-80	11	0	1
Fc1ccc(C2=Nn3c(nnc3C3CCCCC3)SC2)cc1	.	-1	5	7	.	2	.	0	-7	.
O=C(CCl)NCCNC(=O)c1cc(OCC(F)(F)F)ccc1OCC(F)(F)F	-9	-7	-1	3	-6	1	0.6	3	3	.
CCCCn1c(N)c(N(CC(C)C)C(=O)CC(NC(=O)c2ccccc2)c2ccccc2)c(=O)[nH]c1=O (centres undefined)	12	-2	2	-11	2	-2	-1.2	5	2	-3
CN(C)c1ccc(-c2csc(C(C)(O)c3ccc(F)c(F)c3)n2)cc1 (centres undefined)	3	3	6	11	-3	3	0.3	-3	-7	.
O=C(NC1CCCC1)C(c1ccccc1F)N(C(=O)c1csnn1)c1ccccc1 (centres undefined)	10	-1	-4	1	14	1	-3.0	4	1	-4
CN=c1scc(-c2ccc([N+](=O)[O-])cc2)n1/N=C/c1ccco1	-2	10	-3	-1	-1	7	1.5	-2	1	17
CC(C)CNc1ccc2c(c1)OC[C@H](C)NS2(=O)=O	5	0	1	-4	3	-5	1.8	4	-2	.
Cc1cc(NC(=O)/C=C/c2ccc(F)cc2)n(-c2nc3ccccc3[nH]2)n1	2	2	15	2	-9	-7	-1.5	-6	0	-7
CC(=O)Nc1ccc(CN2CCCC(CO)(Cc3cccc(Cl)c3)C2)cc1 (centres undefined)	1	-3	-4	-4	-7	-2	-0.8	-2	4	-3
COc1ccccc1Oc1cn[nH]c1-c1ccc(OCC(=O)NN)cc1O	22	10	0	-33	14	0	1.3	-2	-4	-33
CCCc1cc(=O)oc2cc(OCC(=O)NCCCN3CCOCC3)c(Cl)cc12	2	-8	-2	1	8	4	-2.1	-4	-3	12
CCCCc1ccc(-c2csc(/C(C#N)=C\c3ccco3)n2)cc1	-5	10	-3	-9	4	2	-2.7	-8	1	-12
O=C(Nc1ccccc1-c1nc2ccccc2[nH]c1=O)c1cccs1	6	3	0	-1	1	-3	0.2	-1	0	-7
COc1ccccc1/C=N/NC(=O)CCn1cnc2ccccc21	-7	2	1	-1	4	-4	-0.9	-3	-2	6
CC(C(=O)NCCS(=O)(=O)c1ccc(Cl)cc1)S(=O)(=O)c1ccc(Cl)cc1 (centres undefined)	8	1	-5	-5	-13	2	-1.2	-1	1	-4
Cc1ccc(C(=O)/C=C/c2c(C)nn(-c3ccccc3)c2Cl)cc1	13	-160	-1	1	0	-5	0.5	4	-3	-23
COc1ccc(C2c3c(oc4ccccc4c3=O)C(=O)N2CC2CCCO2)cc1 (centres undefined)	3	-2	3	-5	-10	-2	-2.4	10	-1	-1
COc1ccccc1N(CC(=O)NCc1ccco1)C(=O)CCC(=O)Nc1ccccn1	3	0	-4	2	-11	0	-1.3	1	-1	8
Cc1ccc(OCCn2c(=O)n(C)c3ccccc32)cc1	6	-5	-1	0	-21	2	-0.4	0	7	-4
Cc1ccc2c(c1)C(=O)C(=O)N2Cc1ccccc1	-14	3	-3	5	8	-2	-1.3	-7	0	-30
Nc1nc(N)c(N=Nc2ccc(Cl)cc2)c(=O)[nH]1	1	16	-5	5	-4	2	-5.8	-17	4	6

Exported with values under each structure: part of the list above.
Every second line gives: ARFGAP1 inhibitor	rCAG binder	GC-A act	ABHD4 inh	ASAP1 GAP inh	NR1D1 modulator	PG9 binder	NPR2 activator	SMARCA2 activ	HTRA1 inh
CCCCc1ccc(-c2csc(/C(C#N)=C\c3ccco3)n2)cc1
 : -5	10	-3	-9	4	2	-2.7	-8	1	-12
O=C(Nc1ccccc1-c1nc2ccccc2[nH]c1=O)c1cccs1
 : 6	3	0	-1	1	-3	0.2	-1	0	-7
COc1ccccc1/C=N/NC(=O)CCn1cnc2ccccc21
 : -7	2	1	-1	4	-4	-0.9	-3	-2	6
CC(C(=O)NCCS(=O)(=O)c1ccc(Cl)cc1)S(=O)(=O)c1ccc(Cl)cc1 (centres undefined)
 : 8	1	-5	-5	-13	2	-1.2	-1	1	-4

Later entries.
Compound	ARFGAP1 inhibitor	rCAG binder	GC-A act	ABHD4 inh	ASAP1 GAP inh	NR1D1 modulator	PG9 binder	NPR2 activator	SMARCA2 activ	HTRA1 inh
CCOc1cc(C)ccc1OCc1nnc(SCC(=O)Nc2cccc(C(=O)O)c2)n1-c1ccccc1	6	42*	2	-15	4	-3	0.7	-3	5	2
COc1ccc(NC(=O)c2ccc(-c3ccc(C(C)=O)cc3)o2)cn1	15	4	5	-8	11	-1	-3.1	5	12*	-12
O=C1c2ccccc2NC(c2ccccc2F)N1NS(=O)(=O)c1ccccc1 (centres undefined)	8	3	-5	1	-16	1	1.3	-9	-4	7
Cc1ccc(NC(=O)COC(=O)c2ccc(Cl)cc2)cc1S(=O)(=O)N(C)C	20	8	-2	-3	20	1	-0.6	2	-4	-11
CCc1nnc(NS(=O)(=O)c2ccc(NC(=O)CCC(=O)O)cc2)s1	0	-2	-2	-2	-7	0	-2.0	2	1	-3
Cc1cccc(C)c1NC(=O)C1(C)CN(S(C)(=O)=O)CC(=O)N1CCCn1ccnc1 (centres undefined)	-2	2	2	3	8	-4	-0.1	-1	2	.
Cc1ccc(CN(C)CC(=O)Nc2ccccc2C(=O)NC2CC2)o1	-2	4	1	-4	-11	3	-0.5	-2	1	-1
CCCCCCC(=O)O	-7	1	0	-2	4	-4	-1.0	1	1	-7
CC(C)CNC(=O)C(=O)NCC1CCCN1S(=O)(=O)c1cccs1 (centres undefined)	1	5	3	-1	-10	4	0.8	6	-2	-42
COc1ccc(C2C(C(=O)c3ccco3)=C(O)C(=O)N2CCCn2ccnc2)c(OC)c1 (centres undefined)	6	3	3	-1	-6	0	1.7	-2	2	-4
C=CCn1cnc2scc(-c3ccccc3)c2c1=O	9	-1	-1	-5	-11	-6	0.6	0	-3	-1
CSc1ccccc1NC(=O)CN1CCN(S(=O)(=O)c2ccccc2[N+](=O)[O-])CC1	5	4	0	-3	1	3	1.3	-2	0	-13
O=c1[nH]c2ccccc2s1	-12	3	-7	-8	-9	0	0.2	0	-1	0
Cc1cc(S(=O)(=O)N2CCCCC2CCNC(=O)C(=O)NC2CC2)ccc1F (centres undefined)	-4	-6	3	5	-1	2	1.0	4	0	3
N#CC1=C(N)N2C(=C(C#N)C1c1cccc(Br)c1)Nc1ccccc12 (centres undefined)	12	7	35	2	8	0	-3.3	13	1	-4
Cc1ccc(C)c(S(=O)(=O)N2CCCOC2CNC(=O)C(=O)NCCCn2ccnc2)c1 (centres undefined)	13	0	3	5	9	-3	1.1	3	0	4
CC(=O)C1=C(C)NC(C)=C(C(C)=O)C1c1cccs1	-5	0	0	11	3	0	-2.3	2	-1	2
